KCNH2 3.1 block – KCNH2 3.1 (human) potassium channel inhibition; U2OS KCNH2 3.1, thallium flux FluxOr; active compounds read low; activity change, % (tested at about 1.8 µM); 0.95% of 340,000 active;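 active = maximum activity change below -70%; inconclusive = maximum activity change from -70% to -50%; inactive = maximum activity change above -50%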;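 note: thallium influx rate constant from kinetic fluorescence after stimulation buffer; % is set by controls: 0 for no effect and ±100 for the full control effect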
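Kinetic fluorescence (2 min after stimulation buffer) measures Tl+ influx through KCNH2 3.1 expressed by viral transduction in U2OS cells; the rate constant is normalized against DMSO controls serving as positive and negative references.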
TRPV1 ag – agonists of human vanilloid receptor 1 (TRPV1); activation, % at 8.33 µM; TRPV1-expressing cells, Fluo-8 calcium influx, agonist mode; 0.19% of 320,000 active; Q8NER1; in the data active = activation above about 80%; inconclusive = between about 30% and that limit; note: 0% is about no effect
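TRPV1-expressing cells were cultured overnight at 35.5C and loaded with Fluo-8 calcium dye for 40 to 90 min at room temperature. After a 10 s baseline, compound was added and calcium influx was read kinetically for 3 min (ex 480/em 520 nm).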
GALK inh – inhibitors of human galactokinase | P51570 | Purified GALK, Kinase-Glo residual ATP luminescence | Potency, µM (top dose mostly 57.5 µM), for inactives: at the top dose activity change, negative = inhibition, usual class: inhibitors | 0.007% of 270,000 active | AID 1868; note: potency is the fitted concentration of half-maximal effect; % is set by controls: 0 for no effect and ±100 for the full control effect
Target sequence (P51570 whole entry, looked up): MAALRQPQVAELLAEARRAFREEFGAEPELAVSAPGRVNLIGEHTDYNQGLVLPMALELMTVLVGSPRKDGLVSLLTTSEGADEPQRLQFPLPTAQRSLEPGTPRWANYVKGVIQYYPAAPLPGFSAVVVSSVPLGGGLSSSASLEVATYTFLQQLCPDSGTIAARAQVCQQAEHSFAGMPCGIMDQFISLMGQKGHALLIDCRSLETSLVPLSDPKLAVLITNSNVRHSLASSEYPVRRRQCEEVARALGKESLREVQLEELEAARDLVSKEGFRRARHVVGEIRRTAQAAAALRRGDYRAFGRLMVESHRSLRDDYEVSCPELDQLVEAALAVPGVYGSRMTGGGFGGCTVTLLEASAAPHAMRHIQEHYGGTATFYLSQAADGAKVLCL
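Quantitative HTS: GALK 5 nM, ATP 35 uM, galactose 100 uM, 1 h room temperature, then luciferase-based ATP detection.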
B2AR arrestin – beta2AR (human) beta-arrestin recruitment activity; AID 492947; P07550; Potency, µM (titrated, usually from 46.1 µM), without a hit: at the highest dose activation, actives largely listed as activators; 0.02% of 330,000 active; beta-arrestin recruitment to beta2AR, cell-based reporter;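 note: potency is the fitted concentration of half-maximal effect; 0% = DMSO controls and full agonism = EC100 isoproterenol or metaproterenol; nearly all actives have a fitted effect of over 65% in size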
Target sequence (P07550 whole entry, looked up): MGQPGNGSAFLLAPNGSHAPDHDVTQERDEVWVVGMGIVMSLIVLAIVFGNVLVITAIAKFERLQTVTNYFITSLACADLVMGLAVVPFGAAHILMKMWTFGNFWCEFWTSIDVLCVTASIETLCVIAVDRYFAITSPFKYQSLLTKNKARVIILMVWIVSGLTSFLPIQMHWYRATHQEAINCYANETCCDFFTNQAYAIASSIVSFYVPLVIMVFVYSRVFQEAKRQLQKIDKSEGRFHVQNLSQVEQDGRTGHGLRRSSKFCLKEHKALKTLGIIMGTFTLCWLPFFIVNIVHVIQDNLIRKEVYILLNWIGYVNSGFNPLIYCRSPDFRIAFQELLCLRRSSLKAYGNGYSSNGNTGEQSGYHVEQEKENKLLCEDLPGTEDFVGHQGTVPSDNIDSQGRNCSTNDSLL
Giardia kill – kills Giardia lamblia | Giardia lamblia trophozoite viability | activity change, % at 7.66 µM, hits read low | 0.15% of 340,000 active | AID 540267; in the data active = activity change below about -80%; inconclusive = between about -30% and that limit;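 note: parasites exposed to compound for two days anaerobically before the ATP read; % is set by controls: 0 for no effect and ±100 for the full control effect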
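Luminescent ATP signal served as the viability read-out, measured 15-30 min after adding ATP detection reagent to trophozoites that had been incubated with compounds for 48 hrs at 37 deg C anaerobically at 100 cells/well.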
USP2a inh – blocks human ubiquitin-specific protease USP2a. O75604. USP2 core, Ub-CHOP2 coupled fluorogenic reporter, 485/531. Potency, µM (doses to about 38.3 µM), for the others: at the top dose activity change, negative = inhibition, actives largely listed as inhibitors. 0.01% of 330,000 active. AID 463254;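 note: potency is the fitted concentration of half-maximal effect; plate controls were DMSO wells for no effect and full inhibition by NEM control for full effect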
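Cell-free coupled assay: 10nM USP2 core preincubated 30min RT with compound in Tris-HCl pH 8.0/CaCl2/CHAPS buffer, then 25nM Ub-CHOP2 and 25nM reporter substrate; fluorescence (Ex 485/Em 531) read after 60min RT, normalized to NEM inhibition, concentration-response curves fitted.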
CXXC DNA block – inhibitors of human MLL CXXC domain-DNA interaction. MLL-CXXC / FITC-HOXA9 DNA fluorescence polarization. AID 2662. 0.037% of 290,000 active. Q03164. Potency, µM (top dose mostly 115 µM), without a hit: at the highest dose activity change, negative = inhibition, actives largely listed as inhibitors; active = well fitted inhibition curve with a large enough effect in the polarisation, with a control signal flat, not every such curve was filed as active; inconclusive = small, poorly fitted or top-dose-only effect, or effect the other way, or a change in a side signal; inactive = no such curve, though single readings can be large or run the other way; the % refers to the polarisation; note: potency is the fitted concentration of half-maximal effect
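Fluorescence polarization: 7 uM MLL-CXXC (stock) preincubated 5 min with compounds, then 50 nM fluorescein-HOX-A9 DNA (stock) added; 30 min ambient. Buffer 50 mM Tris-HCl pH 7.5, 50 mM NaCl, 1 mM DTT, 0.05% BSA.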
FBPA coupling cs – inhibits coupling enzyme system, counter-screen for aldolase hits; activity change, negative = inhibition, % at 58.2 µM, hits read low; coupling enzyme system counterscreen, AmpLite Red fluorescence; 0.67% of 290,000 active; in the data active = activity change below about -30%; note: % is set by controls: 0 for no effect and ±100 for the full control effect
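Activity here indicates interference with the coupling reaction, not aldolase inhibition. Compounds at 57.5 uM final met coupling enzymes for 10 min at RT; substrate and AmpLite Red detection followed, with a 525/598 nm fluorescence read after 20 min.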
hERG WT inh – KCNH2 (human, wildtype) channel inhibition; Q12809; U2OS, BacMam KCNH2, thallium flux FluxOr; active compounds read low; AID 720551; activity change, % at 1.84 µM; 0.37% of 340,000 active;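 active = maximum activity change below -70%; inconclusive = maximum activity change between -70% and -50%; inactive = maximum activity change above -50%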; note: % is set by controls: 0 for no effect and ±100 for the full control effect
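U2OS cells were transduced with wild-type KCNH2 virus (2.03 x 10^8 / mL) for 4 h at room temperature, then cultured overnight at 37 C. Thallium flux was read with FluxOr dye. Rate constants were normalized to DMSO controls.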
Menin-MLL TR inh – menin-MLL binding inhibition, Texas Red mutant peptide | O00255 | Menin + Texas Red MLL mutant peptide, fluorescence polarization | Potency, µM (doses to about 61.6 µM), for inactives: at the highest dose FP activity change, negative = inhibition, most hits filed as inhibitors | 0.23% of 270,000 active | AID 1768; active = well fitted inhibition curve with a large enough effect in the polarisation, with a control signal flat, not every such curve was filed as active; inconclusive = small, poorly fitted or top-dose-only effect, or effect the other way, or a change in a side signal; inactive = no such curve, though single readings can be large or run the other way; the % refers to the polarisation; note: potency is the fitted concentration of half-maximal effect; % of control where 0% means no effect; many of its hits are not listed in these tables
PKM2 act – activators of human pyruvate kinase M2. AID 1631. P14618. 0.34% of 260,000 active. purified PKM2, Kinase-Glo ATP luminescence, activation; response scale: 0% is enzyme alone, no compound. Potency, µM (doses to about 57.5 µM), without a hit: at the top dose activation, usual class: activators; note: potency is the fitted concentration of half-maximal effect; % is set by controls: 0 for no effect and ±100 for the full control effect; nearly all actives have a fitted effect of over 55% in size
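Purified hPK-M2 (>95% pure) converted ADP (0.1 mM final) to ATP with 0.5 mM PEP in 50 mM imidazole pH7.2, KCl, MgCl2, Tween 20, BSA; 1 h at room temperature. ATP detected by Kinase-Glo luminescence.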
Starred values were filed as active, the others as inactive; ? = inconclusive; . = not tested or not shown; & = joins results of further samples; [ ] = dose if it differs, or a comment. Unless noted, calls come from the whole dose curve; as a rule, active = well fitted curve in the direction sought with a large enough effect; inconclusive = small, poorly fitted or top-dose-only effect, or another doubt; inactive = no such curve, though single readings can be large; an effect the other way counts as inactive or inconclusive. These rows are one share of the data. The share of hits here may be higher or lower than overall.

Below each compound: KCNH2 3.1 block, TRPV1 ag, GALK inh, B2AR arrestin, Giardia kill, USP2a inh, CXXC DNA block, FBPA coupling cs, hERG WT inh, Menin-MLL TR inh, PKM2 act
COc1ccccc1C(c1nnnn1CC1CCCO1)N1CCN(c2ccccc2)CC1 (stereo not given)
 : 9.8, -0.9, 6.0%, -0.1%, 10.0, 0.2%, -1.1%, 1.7, -1.2, -17.1%, -1.9%
COc1ccccc1NC(=O)CSc1nc(N)c(-c2ccccc2)c(=O)[nH]1
 : 2.3, -1.5, -2.1%, -0.7%, -6.4, 2.0%, -6.1%, -2.9, -0.9, -11.4%, 1.6%
CC12CN3CC(C)(CN(C1)C3c1ccc(Cl)cc1)C2 (stereo not given)
 : 13.6, -1.2, 2.6%, -0.4%, -11.9, 4.9%, -5.7%, -0.4, 3.9, ., -1.6%
C[C@H](CO)N1C[C@H](C)[C@@H](CN(C)Cc2ccc(Cl)c(Cl)c2)Oc2ccc(NC(=O)Cn3cnnn3)cc2C1=O
 : -0.5, ., ., 0.0%, 0.0, -1.8%, ., ., -8.0, ., .
O=C(CSc1nc(-c2ccccc2)c(-c2ccccc2)o1)Nc1nncs1
 : -11.6, 4.0, -3.2%, -0.1%, -8.1, -1.2%, 0.1%, 7.0, -4.8, -14.9%, -2.8%
CCCn1nnnc1NCc1ccc(C(C)C)cc1
 : 5.7, 28.9, 0.0%, -0.1%, -4.7, 2.4%, -2.0%, -1.5, -0.9, -4.0%, -2.2%
Cc1cc(C)cc(OCc2ccc(C(=O)NC3CCOC3=O)o2)c1 (stereo not given)
 : -1.1, -1.9, -0.7%, -0.1%, -1.4, -5.4%, ?, -1.2, -12.9, 11.2%, -14.3%
COc1cc(CNCCNC(=O)c2cccs2)cc(OC)c1OC
 : -3.2, -0.9, 6.4%, -1.0%, -20.3, -4.1%, -5.4%, 2.0, 1.4, -10.9%, -1.4%
Brc1ccccc1-n1nnc(-c2ccnc3ccccc23)n1
 : -5.9, 19.4, 0.3%, 0.0%, 5.0, 4.9%, -4.0%, -1.9, 6.7, 3.9%, 6.4%
CCCc1[nH]nc2c1C(c1cccc(OC)c1)C(C#N)=C(N)O2 (stereo not given)
 : 8.0, -6.3, -0.2%, 0.2%, 18.1, -7.1%, -9.8%, -0.6, 19.9, -9.7%, 3.0%
COc1cccc(/C=C/C(=O)OCC(=O)N2CCN(c3ccccc3)CC2)c1
 : 28.1, 1.4, ., 0.3%, 4.4, 2.7%, ., ., -1.9, ., .
CC(=O)C(Sc1ccc2nnc(-c3cccnc3)n2n1)C(C)=O
 : -5.4, 0.7, 6.7%, 0.0%, -4.4, 3.6%, -4.9%, 3.5, ., -5.0%, -0.2%
C=CCNC(=O)C1CC(=O)N(c2ccc(Br)cc2)C1 (stereo not given)
 : -1.2, 2.2, 9.3%, 2.8%, -12.2, 0.7%, -5.7%, 3.5, 2.6, 4.2%, 4.2%
COc1ccccc1N(CC(=O)NC1CCCCC1)S(=O)(=O)c1cccs1
 : 31.6, 10.1, 0.0%, -0.1%, ?, -11.4%, -16.2%, 0.8, 15.1, ., -7.2%
CC(C)c1ccc(CN2CCSCC2)cc1
 : 8.5, 11.3, 5.9%, 0.1%, 18.5, -0.6%, -0.2%, -4.4, 1.4, -1.0%, -2.0%
Cc1ccc(-n2c([S-])c(C(=O)Nc3ccc(OC(F)F)cc3)[n+]3ccc(C(=O)NCCO)cc23)cc1C
 : -22.0, 0.4, 2.8%, -0.1%, 0.5, 0.2%, -4.3%, 1.0, -7.2, 28.3%, 12.2%
CC(C)n1nnnc1SCC(=O)Nc1ccc2c(c1)OCO2
 : 2.5, 0.0, -0.5%, 0.1%, -5.5, 3.8%, 9.8%, -0.3, -4.5, 8.0%, 3.8%
CCCCCOC(=O)C1=C(C)Nc2nnnn2C1c1ccc(OC)c(OC)c1OC (stereo not given)
 : 5.7, 15.6, -2.6%, -0.6%, 15.5, -6.4%, -2.4%, 0.1, 11.6, -12.5%, 1.0%
Cn1c(COc2ccccc2)nnc1SCC(=O)c1cccc([N+](=O)[O-])c1
 : -92.1*, 0.0, ., 0.5%, 6.4, 2.5%, -0.3%, -0.8, -6.0, ?, 0.0%
CC(=O)N1CCC(N2CCN(Cc3ccc(C)cc3)C(CCO)C2)CC1 (stereo not given)
 : 3.0, 0.0, -1.4%, -0.1%, 15.8, 0.7%, -13.6%, -0.3, 11.0, -6.3%, -0.4%
O=c1[nH]c(S)c(/C=C2\C=Nc3ccccc32)s1
 : -3.8, 0.4, -8.8%, -0.1%, 9.3, 11.0%, 35.5µM*, -3.0, -0.4, ., 0.3%
CNC(=O)/C(C#N)=C/c1c(N2CCN(c3cccc(Cl)c3)CC2)nc2c(C)cccn2c1=O
 : -0.9, ?, 4.4%, 0.2%, 13.8, 0.5%, -10.5%, 8.4, 7.0, -24.7%, .
COc1ccc(NS(=O)(=O)c2cccc(C(=O)NCC(c3ccccc3)N(C)C)c2)cc1 (stereo not given)
 : 0.6, 3.8, ., 0.2%, -4.2, 2.0%, ., ., 2.4, ., .
C=CCn1c(=O)c(C(=O)NCCN(CC)CC)c(O)c2ccccc21
 : -0.1, 1.9, 2.1%, -0.3%, -0.3, 1.9%, -7.7%, 0.5, -2.5, ?, -2.2%
Fc1ccccc1NC(=S)N/N=C/c1ccccc1Br
 : -4.4, -2.1, 1.1%, -0.9%, 1.5, 3.0%, 8.3%, 0.0, -2.8, ., 5.6%
O=C(NC(=S)NC1CCS(=O)(=O)C1)c1cccc([N+](=O)[O-])c1 (stereo not given)
 : 12.9, 19.9, -0.2%, -0.1%, 6.1, 3.6%, 0.7%, ., -2.3, ., 5.9%
CCN1CCN(C(=O)CSc2cc(=O)n(CC)c3ccccc23)CC1
 : -3.9, -2.5, -2.3%, 0.0%, -9.2, 5.2%, 0.9%, 0.3, 8.5, 13.5%, 0.6%
CCOC(=O)N1CCC(N(CCOC)C(=S)Nc2cccc(SC)c2)CC1
 : -0.3, 5.3, 0.1%, -0.2%, 18.3, -0.4%, -4.6%, -0.3, 2.8, -17.0%, -3.9%
CC(=O)OCCCCON1C(=O)c2ccccc2C1=O
 : 4.4, 11.1, 2.1%, 0.3%, -9.1, -0.9%, 19.0%, -0.9, -0.7, 1.1%, -4.6%
CN(CC(=O)NCC1CCCCC1)S(=O)(=O)c1ccc(Cl)cc1
 : 7.5, ?, 15.8%, -1.0%, 11.0, -1.3%, -3.1%, -0.9, 5.8, 6.8%, 6.1%
CC1=C(C(=O)Nc2cccc(C(=O)NC(C)C)c2)SCCO1
 : 15.6, -4.5, ., 0.4%, 17.3, 1.5%, 20.6%, 0.3, -1.8, -4.2%, .
Cc1nnc(SCCC(=O)Nc2ccccc2Cl)o1
 : -4.9, -2.0, -3.0%, -0.2%, 13.0, 1.3%, -6.7%, 0.9, 2.2, 4.1%, 3.1%[11.5 µM]
O=C(O)C1CCCNC1 (stereo not given)
 : -6.4, -0.1, ., -0.9%, 22.9, 4.2%, -14.1%&-0.2%, 0.6&1.4, -7.8, 7.7%&8.5%&0.2%, -0.7%
O=C(O)c1ccccc1NC(=S)NC(NC(=O)c1ccccc1[N+](=O)[O-])C(Cl)(Cl)Cl (stereo not given)
 : 20.6, -3.1, -5.2%, -0.5%, 12.0, -1.1%, 3.4%, 0.0, -4.6, 42.5%[activator], 2.2%
O=C1OCCN1C(=O)[C@H]1[C@H](c2ccc([N+](=O)[O-])cc2)C(c2ccc(F)cc2)=NN1c1ccc(Br)cc1
 : -6.6, ., ., -0.2%, -3.7, 0.0%, ., -4.8, 2.3, ?, .
CCOc1ccc(N2CC(C(=O)NCc3ccccc3)CC2=O)cc1 (stereo not given)
 : -6.8, -4.2, 5.4%, 0.0%, -26.9, 0.5%, 1.3%, 1.0, -14.6, -3.2%, -0.5%

From PubChem BioAssay
